IkB signaling – suppresses IkB signaling in ABC-DLBCL reporter cells. Potency, µM (titrated, usually from 57.1 µM), for inactives: at the highest dose IkBa stabilization activation. 0.04% of 110,000 active. ABC-DLBCL IkBa-CBG/CBR dual luciferase ratio, 4 h; response scale: scaled: untreated 0%, proteasome inhibitor 100%; active means well fitted curve in the direction sought with a large enough effect in the signal ratio, not every such curve was filed as active; inconclusive means small, poorly fitted or top-dose-only effect, or a change in a side signal; the % refers to the signal ratio;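 further: the direction sought is a rising ratio; 0% = basal untreated cells and 100% = reference inhibitor full response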
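Curves were fitted separately to fusion (green), unfused (red) and ratio luminescence, then classed by r2, magnitude and activity. Cells: OCI-Ly3, 4 h compound plus doxycycline at 37C; 10 uM MG-132 defined full response.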
Peg3 imprint – inducers of genomic imprint erasure in mouse ES cells; mouse ES Peg3-LacZ reporter, beta-gal luminescence, 40 h; Potency, µM (top dose mostly 60.7 µM), for the others: top-dose activity change, positive = activation, hits mostly activators; 0.02% of 110,000 active;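 further: 0% = negative control wells on the plate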
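Each well holds 300 Peg3LacZ-Neo (maternal) female ES cells incubated 40 h at 37C, 5% CO2. LacZ is measured by BetaGlo luminescence, with AC50 and maximum efficacy derived from dose-response curves.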
p53ts 32C tox – cytotoxicity in p53ts cells at permissive temperature; H1299-p53A138V at 32C, ATP luminescence viability, 24 h; Potency, µM (highest dose often 46.1 µM), for inactives: at the highest dose activity change, negative = cytotoxicity, usual class: cytotoxic; 0.93% of 130,000 active; AID 924;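 further: 0% = DMSO and -100% = full killing by reference compound; nearly all actives have a fitted effect of over 55% in size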
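H1299-p53 A138V cells (temperature-sensitive p53) exposed 24 h to up to 46 uM compound at 32C, where p53 is wild-type in conformation. Viability read as ATP luminescence and normalised to DMSO and 100 uM tamoxifen. AC50 fitted with the Hill equation.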
p53ts 39C tox – p53ts cell cytotoxicity, nonpermissive temperature. H1299-p53A138V viability at 39C, ATP luminescence, 24 h. Potency, µM (series often up to 46.1 µM), for inactives: at the highest dose activity change, negative = cell killing, most hits filed as cytotoxic. 1.5% of 130,000 active; further: nearly all actives have a fitted effect of over 55% in size
* = called active by the depositor; ? = inconclusive; nt = not tested or not shown; [ ] = another dose, or the depositor's remark. Unless noted, the call rests on the fitted dose curve; in most records, active means well fitted curve in the direction sought with a large enough effect; inconclusive means small, poorly fitted or top-dose-only effect, or another doubt; inactive means no such curve, though single readings can be large; an effect the other way counts as inactive or inconclusive. Unless noted, on the % scale 0 is the no-effect control and ±100 the full control effect; potency means the concentration at half of the fitted maximal effect. Compounds were not picked by outcome; about 1.8% have a hit in one of these screens.

Screens in order – IkB signaling	Peg3 imprint	p53ts 32C tox	p53ts 39C tox
- COC(=O)C1=C(NC(=O)c2cccc(OC)c2)CCS1
 : 2.3%	-26.4%	-6.0%	-12.1%
- COc1ccccc1CCn1c(=O)cnc2cncnc21
 : 3.6%[11.4 µM]	-24.6%	0.6%	-12.8%
- CCC(=O)N1CCCc2cc(S(=O)(=O)N3CCC(C(=O)Nc4ccc(F)c(F)c4)CC3)ccc21
 : 3.0%	-11.2%[10.9 µM]	-0.3%	-26.1%
- CCOC(=O)N1CCN(S(=O)(=O)N2CCCC(C(=O)NCc3cccc(OC)c3)C2)CC1 (stereo not drawn)
 : -0.5%	?	-3.6%	-20.0%
- COc1cccc(CNC(=O)CCCn2ncn3c(cc4occc43)c2=O)c1OC
 : 0.4%	-1.2%[10.9 µM]	7.1%	-18.9%
- CCOC(=O)c1ccc(NS(=O)(=O)c2cn(C)c(C)n2)cc1
 : 0.0%	10.3%[10.9 µM]	7.9%	-3.4%
- COc1cc(NC(=O)c2ncn(-c3ccccc3)n2)cc(OC)c1
 : ?	-15.5%[10.9 µM]	-15.6%	-18.2%
- Cc1ccccc1C1C=C(c2ccc(Cl)cc2)Nc2nnnn21 (stereo not drawn)
 : ?	-7.8%[10.9 µM]	15.8%	-15.3%
- Cc1cc(NC(=O)c2cccc(COc3ccc(Br)cc3)c2)no1
 : 8.6%	4.8%	-13.1%	13.7%
- CCCCN(C(=O)Nc1ccc(OCC)cc1)C1CCN(C(C)=O)CC1
 : 0.7%	-14.2%[10.9 µM]	4.6%	-3.5%
- C/C(=N\OCC(=O)Nc1ccccc1C(C)(C)C)c1ccc2c(c1)OCCO2
 : nt	nt	7.5%	12.5%
- Cc1ccc2oc3c(c(=O)c2c1)C(c1ccccc1F)N(CCCN(C)C)C3=O (stereo not drawn)
 : 5.0%	19.4%[10.9 µM]	1.4%	8.6%
- CC(C)n1c(CN2CCN(C)CC2)nc2c1c(=O)n(C)c(=O)n2C
 : -1.1%	2.6%	0.8%	14.8%
- COc1ccc(C(=O)Nc2ccc(-c3nc4cc(C)ccc4o3)c(O)c2)cc1
 : ?	-13.9%[10.9 µM]	-7.8%	4.9%
- O=C(Cn1ncc2c(=O)oc3ccccc3c21)N1CCN(c2ccc(Cl)cc2)CC1
 : ?	8.4%[10.9 µM]	-12.5%	21.1%
- Cn1c(=O)c2c(-c3ccccc3)n3c(c2n(C)c1=O)C(c1cc(Cl)ccc1O)Nc1ccccc1-3 (stereo not drawn)
 : 1.3%	-18.3%[10.9 µM]	11.1%	24.9%
- CCOc1ccc(-c2nc(CSCC(=O)N3CCN(C(=O)c4ccco4)CC3)c(C)o2)cc1
 : ?	-29.9%	-11.3%	1.0%
- COc1ccccc1C(=O)Nc1ccc2nc(SCC(=O)N3CCCc4ccccc43)sc2c1
 : ?	-16.9%[10.9 µM]	-11.0%	-11.3%
- COc1ccc(OC)c(C2CC(=O)c3c([nH]c(C(=O)OCC4CCCCC4)c3C)C2)c1 (stereo not drawn)
 : -4.2%	-7.2%[10.9 µM]	13.6%	23.7%
- O=C(c1ccncc1)N1CCC2(CCN(Cc3nccs3)CC2)CC1
 : -1.3%[11.4 µM]	nt	-11.7%	8.6%
- O=C(O)[C@@H](O)c1ccc(F)cc1
 : 1.1%[11.4 µM]	-4.9%[10.9 µM]	-3.4%[9.22 µM]	0.4%[9.22 µM]
- Cc1nc2ccc(Br)cn2c(=O)c1Cl
 : 3.3%	-0.4%	13.7%	-6.1%
- CCOc1ccc(NC(=O)Cn2c(=O)oc3cc(S(=O)(=O)NC4CCCC4)ccc32)cc1
 : ?	-13.3%[10.9 µM]	1.2%	?
- COC(=O)c1ccccc1NC(=O)c1ccccc1OC
 : 0.3%	-4.5%	-4.9%	-26.5%
- CCN1CCN(c2ncc3c(n2)CC(c2cc(OC)c(OC)c(OC)c2)CC3=O)CC1 (stereo not drawn)
 : 4.4%	-17.9%	-5.7%	-12.2%
- CCOC(=O)Cn1c(C)c(C#N)c2ccccc21
 : 1.0%	-6.2%	-3.2%	-3.5%
- c1ccc(CCNc2nc3ccccc3n3nnnc23)cc1
 : ?	-4.8%	7.4%	-11.3%
- O=C1NCCCC1C(=O)N1CCN(C(c2ccccc2)c2ccccc2)CC1 (stereo not drawn)
 : 2.7%	-3.1%	8.9%	11.0%
- Cc1ccccc1NC(=O)C1CCN(C(=O)c2ccc(F)cc2)CC1
 : 2.0%	-10.2%[10.9 µM]	0.3%	7.4%
- CCCn1c(CCC(=O)O)ccc1-c1ccc(F)cc1
 : 12.8%	-13.6%	22.5%	17.1%
- COc1ccc(-n2nc3cc(C)c(NC(=O)C(C)C)cc3n2)cc1
 : -0.2%	-3.2%	-15.2%	-23.2%
- COC(=O)c1[nH]c2ccccc2c1NC(=O)CN1CCN(C/C=C/c2ccccc2)CC1
 : ?	-19.0%	-6.4%	6.8%
- CCN1CCCC1CNC(=O)c1ccc(N2CCCC2=O)cc1 (stereo not drawn)
 : -0.4%	4.7%	0.1%	-3.6%
- CCOC(=O)c1cc(S(=O)(=O)Nc2c(C)cc(C)cc2C)[nH]n1
 : ?	-6.9%[10.9 µM]	-9.4%	-11.7%
- Cc1ccccc1Nc1sc(C(=O)c2ccccc2)c(N)c1C(=O)NCc1ccc(Cl)cc1
 : ?	-14.4%[10.9 µM]	-1.8%	-24.7%
- CC1Cc2cc(C3(O)C(=O)c4ccccc4C3=O)ccc2N1 (stereo not drawn)
 : 0.0%	-16.6%	0.9%	-0.7%
- COc1ccc(OC)c(S(=O)(=O)N2CCC(C(=O)NCc3ccccc3OC)CC2)c1
 : 1.9%	-2.7%	3.6%	3.2%
- O=C(CCc1ccccc1)NC(NC(=S)Nc1cccc(Cl)c1)C(Cl)(Cl)Cl (stereo not drawn)
 : nt	nt	-27.4%	-15.5%
- CCC(Cn1nnc2ccccc2c1=O)NC(=O)Nc1cccc(Cl)c1 (stereo not drawn)
 : 0.2%	-9.0%[10.9 µM]	13.8%	-18.0%
- O=C(Cc1ccc(Br)cc1)c1ccc(O)cc1O
 : 1.0%	6.5%	-4.8%	1.0%
- CCOC(=O)c1ccc(NC(=O)Cn2nc3c4ccccc4n(Cc4cccc(F)c4)cc-3c2=O)cc1
 : -1.0%	21.6%[10.9 µM]	-7.0%	?
- O=S(=O)(c1ccc(Cl)cc1)c1nnn2c1nc(NCc1cccs1)c1sccc12
 : -2.8%	18.9%[10.9 µM]	-14.6%	-23.6%
- COc1cc2c(-c3cccc(Cl)c3)nc3c(c(C)nn3-c3ccccc3)c2cc1OC
 : -1.5%	-4.1%[10.9 µM]	1.4%	12.4%
- COc1ccc(-c2nc(CS(=O)CC(=O)NCc3ccco3)c(C)o2)cc1 (stereo not drawn)
 : 5.6%	-14.2%	8.3%	-1.5%
- CCN(C(=O)c1cnc(N2CCOCC2)c2ccccc12)c1cc(C)ccc1C
 : ?	5.2%[10.9 µM]	6.1%	-19.1%
- COC(=O)c1[nH]c2ccc(C)cc2c1NC(=O)CN1CCCc2ccccc21
 : ?	-24.4%	8.8%	24.6%
- CCc1ccc(-n2c(C)nc3cc(C(=O)NCCc4ccccc4)ccc32)cc1
 : ?	-8.6%[10.9 µM]	6.1%	19.5%
- O=c1[nH]c(N2CCc3ccccc3C2)nc2c1CCCC2
 : -1.1%	5.9%	-10.5%	-5.5%
- COc1ccc(Cl)cc1NC(=O)C1CCCN(c2ncnc3onc(C)c23)C1 (stereo not drawn)
 : ?	-8.8%[10.9 µM]	-0.1%	-28.1%
- COc1ccc(NS(=O)(=O)c2ccc3[nH]c4c(c3c2)CCCCC4)cc1
 : 7.5%	-10.6%[10.9 µM]	17.5%	-23.8%
- CC1CN(c2cc3nccnc3cc2F)CC(C)O1 (stereo not drawn)
 : -0.4%	6.9%	0.7%	17.4%
- COc1ccc(OC)c(NC(=O)N2CCN(S(=O)(=O)c3ccc4c(ccn4C)c3)CC2)c1
 : 5.1%	10.9%[10.9 µM]	3.8%	-0.7%
- O=C(Nc1nc2ccc(S(=O)(=O)N3CCCC3)cc2s1)C1CCCO1 (stereo not drawn)
 : 0.6%	-4.6%	3.8%	7.8%
- Cc1ccc(Cc2nc3ccccc3nc2SCC(=O)N2CCCCC2)cc1
 : ?	-2.3%[10.9 µM]	4.2%	2.5%
- COc1ccc(N2C(=O)CC2(/C=C/c2ccccc2OC)C(=O)NC2CCCC2)cc1 (stereo not drawn)
 : nt	nt	-15.8%	-4.2%
- Cc1cc(N2C(=O)C(O)=C(C(=O)c3ccco3)C2c2cccnc2)no1 (stereo not drawn)
 : 1.5%	-1.8%	6.0%	7.7%
- O=C(Cn1cc(S(=O)(=O)c2ccc(F)cc2)c(=O)c2cc3c(cc21)OCO3)Nc1ccccc1
 : 1.1%	5.2%[10.9 µM]	12.5%	-15.3%
- CCCCCn1c(=O)[nH]c2cc(C(=O)NCCCN3CCCCC3)ccc2c1=O
 : 1.8%	-15.5%	-17.2%	1.8%
- O=S(=O)(c1ccccc1)N1CCC2(CC1)CN(c1ccncc1)C2
 : -0.8%[11.4 µM]	nt	-7.4%	-8.3%
- Cc1ccccc1CSc1nnc(-c2cccnc2)n1N
 : -0.8%	-6.4%	-4.6%	6.5%

The list continues.
Screens in order – IkB signaling	Peg3 imprint	p53ts 32C tox	p53ts 39C tox
- Cc1cc(C)cc(NC(=O)Cn2c(=O)n(C(C)C)c(=O)c3oc4ccccc4c32)c1
 : 1.0%	-9.0%[10.9 µM]	5.3%	-27.7%
- O=C(Nc1ccccc1)NC1CCN(Cc2nnnn2C2CCCCC2)CC1
 : 0.8%	-10.6%	0.7%	-1.9%
- COc1ccc(-n2c(=O)c(CCc3ccccc3)nc3cnc(N4CCN(C)CC4)nc32)cc1
 : 0.2%[11.4 µM]	-14.5%	-2.6%	-5.0%
- CCCOc1ccc(CNC(=O)CCCN2C(=O)CSc3c2c(C)nn3-c2ccccc2)cc1
 : ?	-15.6%[10.9 µM]	9.2%	?
- Cc1ccc(NC(=O)CN(C)S(=O)(=O)c2cccc3nsnc23)cc1C
 : 0.2%	-12.9%	4.0%	-12.5%
- Cc1cc(C)n2nc3nc(N4CCCC4)nc(-c4ccccc4)c3c2n1
 : 0.0%	-5.0%	0.9%	-5.8%
- COc1cc(Cn2cnnn2)ccc1O
 : 0.6%	8.9%	-0.2%	0.5%
- O=c1c(-c2ccccc2)coc2c(CN3CCOCC3)c(O)ccc12
 : nt	nt	-1.0%	-3.8%
- Cc1cc(-c2nnc(SCC(=O)NC3CCCC3)o2)no1
 : 0.8%	-7.5%	-0.5%	-5.6%
- COc1cc(OC)c(NC(=O)c2nn(C)c3c2COc2ccccc2-3)cc1Cl
 : ?	23.0%[10.9 µM]	-4.8%	1.6%
- Cc1cc(C)c(S(=O)(=O)Nc2ccc(-c3ccc(N4CCCCC4)nn3)cc2)c(C)c1
 : ?	-15.9%[10.9 µM]	?	7.94µM*
- Cc1cc2ncn(C(=O)N3CCOCC3)c2cc1C
 : 0.1%	1.8%	0.1%	-2.8%
- COc1ccc(NC(=O)c2cccn2-c2nnc(N3CCCCC3)s2)c(OC)c1
 : -1.8%	-7.0%[10.9 µM]	-26.8%	-22.9%
- CNC(=O)C1CCC(=O)N1Cc1ccc(C)cc1 (stereo not drawn)
 : -0.1%	-3.4%	-1.2%	-5.2%
- CCOc1ccccc1NC(=O)N1C2CCCC1CC(NC(=O)C1CC1)C2 (stereo not drawn)
 : 0.6%	-10.6%	6.3%	1.6%
- CC(C)(C)OC(=O)N1CCC(c2c(C(=O)N3CCOCC3)cnn2-c2ccccc2Cl)CC1
 : ?	-3.8%[10.9 µM]	0.6%	14.1%
- Cc1ccc(N2C(=O)CSC23C(=O)N(CC(=O)NCc2ccccc2)c2ccccc23)cc1 (stereo not drawn)
 : ?	-8.9%[10.9 µM]	1.6%	-7.2%
- O=C(NCc1ccc2[nH]c3c(c2c1)CCCC3)N1CCOCC1
 : 1.5%	-6.8%	-2.6%	-0.6%
- CC(=O)Nc1ccc(S(=O)(=O)N2CCSC2c2ccccc2Cl)cc1 (stereo not drawn)
 : ?	-4.4%	-1.1%	-9.2%
- CCOC(=O)CN1C(=O)C(CC)Oc2ccc(Cl)cc21 (stereo not drawn)
 : 0.1%	4.6%	4.5%	3.0%
- COc1cccc(/C=N/NC(=O)c2[nH]nc3c2CCc2ccccc2-3)c1O
 : nt	nt	0.6%	?
